m-calpain inh = calpain II (pig) inhibition; hit rate 0.37% among 220,000; inhibition, % at 16 µM; purified calpain II, fluorogenic peptide substrate, 30 min; AID 1236;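 active = inhibition above about 50%, limit read from the data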
thrombin 1536 = blocks human thrombin protease activity | P00734 | AID 1046 | alpha-thrombin, Boc-VPR-AMC fluorogenic substrate cleavage | hit rate 0.26% among 220,000 | inhibition, % at 5 µM;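 active = inhibition at or above 40%; inactive = inhibition below 40%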;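 note: 0% = enzyme with no compound and 100% = wells without enzyme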
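Material: Human alpha-thrombin protein | Buffer or medium: pH 7.5 Tris-saline with Tween 20 | Reagent: Boc-VPR-AMC substrate, 15 µM final | Schedule: Reaction at ambient temperature | Detection: AMC fluorescence at 355 nm excitation and 460 nm emission | Evaluation: Percent inhibition scaled between no-compound controls and no-enzyme blanks | Controls: no-compound enzyme wells and no-enzyme blanks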
Furin inhibitor = blocks human furin protease activity | P09958 | purified furin, fluorogenic substrate cleavage | inhibition, % at 30 µM | hit rate 0.061% among 220,000; in the data active = inhibition above about 25%; note: inactives centre near -15
TRPN1 ag = zebrafish TRPN1 (NompC) channel agonism; hit rate 0.18% among 220,000; activation, % at 3 µM; AID 1424; HEK293 zebrafish TRPN1-YFP, Fluo-8 calcium fluorescence; 100% = response to 87 µM carbachol;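 active = activation above its plate's cutoff, the mean activation of test wells on that plate plus 3 SD, cut at about 19% in these data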;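 note: 0% = DMSO alone and 100% = 87 µM carbachol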
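Material: zebrafish TRPN1-YFP in HEK293 cells; Doses: single test compound dose, 3 µM nominal, 0.3% DMSO; Timing: dye loading 1 h at 37 °C, then 30 min room temperature; Technique: intracellular calcium fluorescence with Fluo-8; Benchmarks: high carbachol 87 µM, low DMSO alone.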
PPC-1+TRAIL kill = PPC-1 cancer cell killing with TRAIL present | PPC-1 cells + TRAIL, ATPLite viability luminescence | cell killing (% activity), % at 4 µM | hit rate 0.41% among 220,000 | AID 1443;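 active = cell killing above 50% in the first pass at 4 µM, then a duplicate retest at 5 µM averaging 50% or more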;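 note: plate controls were cells with TRAIL plus DMSO for no effect and medium-only wells lacking cells for full effect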
TRPML3 agonist = agonists of human TRPML3 channel. Q8TDD5. HEK293 TRPML3-YFP, Fluo-8 calcium fluorescence; 100% = the carbachol control signal. activation, % at 3 µM. hit rate 0.29% among 220,000. AID 1448;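 active = activation above its plate's cutoff, the mean activation of the plate's test wells plus 3 SD, cut at about 12% in these data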;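 note: 0% = DMSO only wells and 100% = carbachol wells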
Target sequence (Q8TDD5 whole entry, looked up): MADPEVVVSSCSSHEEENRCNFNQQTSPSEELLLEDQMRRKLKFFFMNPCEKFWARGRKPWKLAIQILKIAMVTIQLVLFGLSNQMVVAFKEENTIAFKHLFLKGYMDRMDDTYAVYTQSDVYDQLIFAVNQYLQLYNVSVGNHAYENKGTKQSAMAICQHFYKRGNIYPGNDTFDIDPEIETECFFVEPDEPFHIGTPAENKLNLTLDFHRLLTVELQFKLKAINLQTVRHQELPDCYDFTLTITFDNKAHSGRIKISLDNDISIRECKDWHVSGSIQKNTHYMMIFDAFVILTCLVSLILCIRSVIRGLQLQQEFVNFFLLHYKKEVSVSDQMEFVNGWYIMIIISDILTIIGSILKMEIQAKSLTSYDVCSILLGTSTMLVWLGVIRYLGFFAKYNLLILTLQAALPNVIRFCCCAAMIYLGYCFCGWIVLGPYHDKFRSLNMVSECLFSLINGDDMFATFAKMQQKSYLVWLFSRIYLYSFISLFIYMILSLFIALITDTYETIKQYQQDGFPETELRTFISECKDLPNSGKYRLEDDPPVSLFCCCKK
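system = HEK293 cells stably carrying human TRPML3-YFP | doses = one concentration, 3 µM nominal, 0.3% DMSO | timing = dye loading 1 h 37 °C then 30 min ambient, 125 s read | detection = Fluo-8 calcium dye fluorescence, ex 470-495, em 515-575 nm | benchmarks = high control carbachol 87 µM, low control DMSO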
Tb hexokinase = blocks Trypanosoma brucei hexokinase 1 activity; recombinant TbHK1, G6PDH-coupled NADH A340; inhibition, % at 10 µM; hit rate 0.11% among 220,000;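 active = inhibition of 50% or more in the single-dose primary screen; inactive = inhibition below 50%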
Cl transport mod = modulators of human KCC2 chloride dependent transport; Q9H2X9; KCC2 cells, thallium flux FluoZin-2 fluorescence; B-score of Tl+ flux slope (higher = more flux/activation; lower = inhibition) at 10 µM; hit rate 2.2% among 190,000;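 active = thallium flux slope and its plate-corrected score both differing from the plate sample mean at a set confidence after two filtering rounds, in either direction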;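 note: slope of fluorescence scaled to starting intensity during 10 to 20 s after thallium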
EBV gp42 block = blocks Epstein-Barr virus glycoprotein 42 binding | hit rate 0.42% among 220,000 | Q1HVG2 | Fluorescence polarization binding assay, mP read-out | inhibition, % (tested at 21.74 µM) | AID 1085; in the data active = inhibition above about 50%
Target sequence (Q1HVG2 whole entry, looked up): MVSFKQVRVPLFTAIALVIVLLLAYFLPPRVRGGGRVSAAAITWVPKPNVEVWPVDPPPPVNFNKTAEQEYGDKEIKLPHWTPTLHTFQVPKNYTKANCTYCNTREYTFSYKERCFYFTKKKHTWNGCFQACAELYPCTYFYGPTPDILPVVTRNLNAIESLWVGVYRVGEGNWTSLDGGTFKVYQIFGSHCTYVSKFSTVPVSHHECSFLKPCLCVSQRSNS
An asterisk follows results filed as active; i = inactive; . = no result given; & = joins results of further samples; ! = not active in a repeat; [ ] = another dose, or the depositor's remark.

smiles | TRPN1 ag | TRPML3 agonist | PPC-1+TRAIL kill | Tb hexokinase | Furin inhibitor | thrombin 1536 | EBV gp42 block | Cl transport mod | m-calpain inh
Cc1ccc2[nH]c(O)c(N=NC(=O)C(C)n3cnc4ccccc4c3=O)c2c1 (centres undefined) | -1.4 | -0.2 | 18 | 16 | -1 | 8 | 5 | -0.13 | 0
CCOc1ccc(-n2nnnc2SCC(=O)c2ccccc2)cc1 | -0.6 | 0.5 | 5 | 0 | -27 | -1 | 2 | 0.89 | -11
CC(C)Oc1ccc(CC(=O)NNC(=S)Nc2ccc(Br)cc2)cc1 | -1.9 | -1.0 | 27 | 9 | -11 | -1 | -6 | 0.76 | 14
C=CCN1C(=O)CN=C1Nc1ccc(F)cc1 | 1.6 | 0.5 | 14 | -1 | -34 | -16 | -28 | 0.032 | -23
CCn1c2ccccc2c2cc(NC(=O)CSc3nnc(-c4cccc(Cl)c4)o3)ccc21 | -0.6 | 0.3 | 8 | -13 | -10[20 µM] | -7 | -20 | 0.01 | 7
Cc1ccsc1C(=O)N/N=C/c1ccc2c(c1)OCO2 | 0.2 | 0.4 | 25 | -27 | -14 | -4 | -3 | -1 | 11
CCN(CC)S(=O)(=O)c1ccc(NC(=O)c2cc(-c3cccs3)nc3ccccc23)cc1 | -0.9 | 0.6 | 23 | 7 | -25 | -9 | -19 | 0.056 | -68
Cc1ccc(OCC(=O)c2cc(C)n(Cc3ccco3)c2C)c([N+](=O)[O-])n1 | 6.4 | 1.1 | 10 | -6 | 0 | 14 | -10 | 0.15 | 12
CCOC(=O)/C=C/C(=O)Nc1ccc(Oc2ccccc2)cc1 | 6.4 | 3.6 | 25 | -4 | -26 | -4 | -15 | -1.5 | -1
Cn1nnnc1SCC(=O)NCc1cccc(C(=O)O)c1 | 1.6 | 0.6 | 13 | 8 | -24 | -4 | 12 | 0.28 | -19
Cc1ccc(-c2cc(C(F)(F)F)c(C#N)c(SCCC#N)n2)o1 | 0.6 | 0.5 | 30 | 1 | 2[20 µM] | -7 | -27 | -0.14 | -70
O=C(Cn1c(=O)sc2ccccc21)Nc1ccccc1C(=O)O | 1.9 | 0.3 | -11 | 11 | -19 | -3 | -2 | 0.043 | 16
CC(C)N(C(=O)C1CC(=O)OC12CCCCC2)C(C)C (centres undefined) | -0.5 | -0.1 | -12 | -10 | -2[20 µM] | -2 | 1 | -0.041 | -13
C=CCNC(=O)c1ccc(Cn2c(=S)[nH]c3cc4c(cc3c2=O)OCO4)cc1 | 0.2 | -0.4 | 8 | -4 | -10[20 µM] | 3 | -10 | . | -13
O=C(CNC(=S)N(CCCN1CCOCC1)Cc1cccs1)NC1CCCC1 | 0.4 | 0.2 | -20 | -2 | -33 | 0 | -11 | 0.67 | -9
O=[N+]([O-])c1ccc(S(=O)(=O)CC2CSc3nc4ccccc4n32)cc1 (centres undefined) | 0.9 | 0.4 | 0 | -5 | -12 | -9 | 15 | -0.24 | 7
Cc1cccc(C(=O)N[C@H](C(=O)OCC(=O)NC2CCS(=O)(=O)C2)C(C)C)c1 (some centres undefined) | -0.6 | 0.5 | 30 | -5 | -16 | -2 | 3 | -1.3 | 12
CC(=O)Nc1ccc(S(=O)(=O)Oc2ccc(C(=S)N3CCCCC3)cc2)cc1 | 8.8 | 4.0 | -13 | -2 | -8 | -6 | 4 | -0.018 | 28
O=C(NCCC1=CCCCC1)C1CCC(CNc2c(N3CCCC3)c(=O)c2=O)CC1 (centres undefined) | 0.7 | 0.5 | 4 | -12 | -24 | 4 | -14 | -0.041 | -6
C=CCn1cc(F)c(=O)n(CC=C)c1=O | -0.2 | 1.4 | 12 | -3 | -29 | 3 | -11 | 1.4 | -8

3 compounds out of the list, sorted by count of non-hydrogen atoms, lowest first:
smiles | TRPN1 ag | TRPML3 agonist | PPC-1+TRAIL kill | Tb hexokinase | Furin inhibitor | thrombin 1536 | EBV gp42 block | Cl transport mod | m-calpain inh
CC(C)N(C(=O)C1CC(=O)OC12CCCCC2)C(C)C (centres undefined) | -0.5 | -0.1 | -12 | -10 | -2[20 µM] | -2 | 1 | -0.041 | -13
O=[N+]([O-])c1ccc(S(=O)(=O)CC2CSc3nc4ccccc4n32)cc1 (centres undefined) | 0.9 | 0.4 | 0 | -5 | -12 | -9 | 15 | -0.24 | 7
Cc1ccc2[nH]c(O)c(N=NC(=O)C(C)n3cnc4ccccc4c3=O)c2c1 (centres undefined) | -1.4 | -0.2 | 18 | 16 | -1 | 8 | 5 | -0.13 | 0

Remaining list, next part:
smiles | TRPN1 ag | TRPML3 agonist | PPC-1+TRAIL kill | Tb hexokinase | Furin inhibitor | thrombin 1536 | EBV gp42 block | Cl transport mod | m-calpain inh
CCc1oc2ccccc2c1C(=O)c1cc(Br)c(O)c(Br)c1 | 3.5&3.4 | 1.6&1.1 | 19&2 | -7&-16 | -2&11 | -6 | -6&6 | -1.6&2.3 | 55*!
CCN(N=Nc1cccc([N+](=O)[O-])c1)c1cccc([N+](=O)[O-])c1 | -1.1 | 0.8 | -7 | -7 | -22[20 µM] | -3 | 3 | 0.47 | 23
CCCCCCCCSc1nnc(-c2ccc(OC)cc2)o1 | -1.8 | 0.6 | 3 | 40 | -9[20 µM] | -1 | 1 | 0.027 | 30
O=C(NCc1ccccc1)c1ccccc1C(=O)c1ncc[nH]1 | 0.4 | 0.7 | 4 | -9 | -26 | -5 | -9 | 0.087 | -28
CC(C(=O)Nc1ccccc1Oc1ccccc1)c1ccccc1 (centres undefined) | -1.6 | -1.3 | -4 | 0 | -9 | 2 | -1 | -2.6 | 52*
O=C(c1cc(F)ccc1F)C1CCCN(C(=O)c2ccc(F)cc2Cl)C1 (centres undefined) | 2.4 | 2.1 | 18 | -4 | -18 | -8 | -7 | . | -12
Cc1ccc(S(=O)(=O)c2cc3cc(Br)ccc3oc2=O)cc1 | 0.4 | 0.6 | 18 | 32 | -14 | 5 | 4 | 2.2 | 23
CCCS(=O)(=O)N1CCC(C(=O)N2CCCC2)CC1 | -0.2 | -0.1 | 4 | -1 | -19[20 µM] | 1 | -20 | 2 | 20
COC(=O)c1ccccc1NC(=O)c1cc(C2CC2)on1 | -0.1 | 0.7 | 13 | -5 | -11 | -4 | -3 | -1.4 | -25
CC(C)N(C(=O)/C=C/c1cccc([N+](=O)[O-])c1)C(C)C | -1.0 | 0.6 | 21 | -5 | -17 | -6 | -16 | -0.043 | -4
COc1ccccc1NC(=O)C1CCCN(c2nc(C)cc(C)n2)C1 (centres undefined) | 5.5 | -0.9 | -4 | 7 | 5[20 µM] | -2 | -1 | -0.72 | -30
Cc1cccc(C)c1N1CCN(C(=O)Cn2cncn2)CC1 | 0.4 | 0.3 | 4 | -2 | -23 | -4 | 0 | 0.22 | -5
CCCCCC(=O)Nc1cccc(C2=NOC3(C2)C[C@@H](C(N)=O)N(C(=O)c2cc([N+](=O)[O-])cc([N+](=O)[O-])c2)C3)c1 (some centres undefined) | . | . | 10 | -8 | -35 | -3 | -12 | 0.58 | -67
CC(NC(=O)c1cccc(S(=O)(=O)N(C)C)c1)c1nc2ccccc2[nH]1 (centres undefined) | -1.4 | 1.1 | 13 | 4 | -9 | -4 | -1 | -1 | 19
O=C(/C=C/c1cccc(O)c1)c1cccnc1 | 1.0 | 3.6 | -17 | -1 | -11 | -1 | -9 | 1.8 | -6
CC(c1ccccc1F)n1cc(C(=O)NCCCn2ccnc2)nn1 (centres undefined) | -0.1 | 0.8 | 26 | -2 | -13[20 µM] | -1 | 2 | 0.054 | 22
O=C(NC1CCCCC1)C(c1cccs1)N(C(=O)c1ccco1)c1ccc2c(c1)OCCO2 (centres undefined) | -0.4 | 0.0 | 5 | 4 | -20[20 µM] | 1 | -11 | -1.3 | -34
CCOc1ccc(/C=C2/SC(=S)N(n3c(C)ccc3C)C2=O)cc1 | -0.9 | 0.6 | 4 | -11 | -9[20 µM] | -3 | 4 | . | -3
CCNC(=O)c1c(N)sc2c1CCCCC2 | 0.8 | -0.3 | 12 | -14 | -27 | . | 5 | . | -13
COc1cc(Cl)ccc1NC(=S)N(CCN(C)C)C(C)c1ccncc1 (centres undefined) | -0.1 | 0.4 | -8 | -8 | -15 | -5 | 8 | 0.18 | -12

New compounds follow
smiles | TRPN1 ag | TRPML3 agonist | PPC-1+TRAIL kill | Tb hexokinase | Furin inhibitor | thrombin 1536 | EBV gp42 block | Cl transport mod | m-calpain inh
CCCNC(=O)CSc1nnc(-c2ccc(F)cc2)o1 | -0.4 | -0.3 | -12 | 1 | -14 | 2 | -27 | 0.72 | -13
CCCCNC(=O)c1ccc2c(c1)ncn2C1CCCCC1 | 1.1 | 0.5 | -12 | -1 | -16[20 µM] | 5 | -21 | 0.57 | -8
O=C1NC(=S)CN1c1ccccc1 | 0.7 | 0.7 | -2 | -13 | -20 | -7 | 3 | 0.41 | -6
CCOC(=O)c1ccc(-n2ccnc2)c(NC(=O)c2ccc(C(C)(C)C)cc2)c1 | -1.9 | -1.5 | -21 | 0 | -7 | -8 | -19 | 0.96 | -8
O=C(CCCCCn1c(=S)[nH]c2ccc(N3CCOCC3)cc2c1=O)NCc1ccccc1 | 2.3 | 0.6 | 14 | -3 | -23 | 0 | -14 | -0.41 | -165
Cc1nc(N)sc1-c1nnc(SCC(=O)Nc2nccs2)n1C | -0.3 | 0.7 | -4 | -4 | -5[20 µM] | 1 | -3 | 0.5 | 7
O=C(CN1CCOCC1)N1CCCc2ccccc21 | 1.7 | 0.7 | 6 | 4 | -23 | -7 | -4 | 0.86 | -13
O=C(O)CC(Cc1ccccc1)C(=O)Nc1ccc([N+](=O)[O-])cc1 (centres undefined) | -0.3 | 0.3 | -6 | 0 | -20 | -8 | -14 | 0.39 | -4
O=C(NC1CCCCC1)C(c1ccc2ncccc2c1)N(Cc1ccccc1)C(=O)c1cccs1 (centres undefined) | -1.0 | -1.0 | 3 | -10 | -4[20 µM] | 4 | 6 | . | -19
CCOC(=O)CC(=O)CSc1nc(C)cc(C)c1C#N | 0.2 | 0.6 | -4 | -14 | -19[20 µM] | -4 | -2 | 1.4 | -195
CCn1c2ccc(F)cc2c2nc3ccccc3nc21 | -1.2 | -0.1 | 20 | -20 | -23 | -3 | 9 | 0.16 | -10
O=C1CCCC2=C1C(c1ccc(O)cc1)c1c(ccc3ccccc13)N2 (centres undefined) | 0.8 | 0.3 | 9 | -13 | -41 | -1 | 11 | -0.91 | i
CCOc1ccc(N(C(C)C(=O)N/N=C(\C)C(C)(C)C)S(C)(=O)=O)cc1 (centres undefined) | -0.6 | 0.3 | 27 | 1 | -20 | -4 | -12 | -0.09 | -5
O=C(Nc1ccc(Br)cc1)c1csc(-c2ccncc2)n1 | 0.8 | 0.5 | 16 | -1 | -19 | -4 | -9 | -1 | -8
C=CCn1c2ccccc2c2nnc(SCC(=O)OCN3C(=O)c4ccccc4C3=O)nc21 | -0.2 | 0.7 | 1 | -2 | -13[20 µM] | 2 | -13 | -0.36 | -22
O=C1/C(=C\c2ccco2)SC(=S)N1Cc1ccccc1 | 0.2 | -0.4 | 5 | 2 | -29[20 µM] | 0 | 4 | . | 16

Source: PubChem

Compounds as they come. Share with any hit: about 3.6%.
